Source: PubChem BioAssay (National Center for Advancing Translational Sciences (NCATS))
D2 antag: HTS Assay for Allosteric Antagonists of the Human D2 Dopamine Receptor: Primary Screen for Antagonists | D(2) dopamine receptor (Homo sapiens), P14416 | HEK293 TREx D2 cells, calcium flux, dopamine EC80 | inhibition, % at 10 µM | hit rate 2% among 340,000 | AID 485344, 2010; in the data active means inhibition above about 30%; further: 0% is about no effect
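Read-out: kinetic calcium fluorescence (1 cycle/s) in inducible HEK293 T-REx D2 cells after an EC80 dopamine addition that followed 180 s compound preincubation. Loss of the dopamine response indicates antagonism.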
Glioma ERSR ind: qHTS for Inducers of the Endoplasmic Reticulum Stress Response (ERSR) in Human Glioma: qHTS; U87-MG GRP78 promoter luciferase reporter, 16 h; Potency, µM, inactives show top-dose activation, actives largely listed as activators; hit rate 0.02% among 420,000; further: potency means the concentration at half of the fitted maximal effect; series mostly up to about 76 µM; % of control where 0% means no effect; nearly all actives have a fitted effect of over 35% in size
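ERSR induction read as luciferase luminescence (Bright-Glo, 10 min at room temperature) in stably transfected human U87-MG glioma cells exposed to compounds for 16 h, using GRP78 as sensor.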
Vif-APOBEC3F blk: qHTS for Inhibitors of Vif-A3F Interactions: qHTS. hit rate 0.2% among 390,000. Potency, µM (doses to about 46.1 µM), inactives show at the highest dose activity, negative = active. AID 602313, 2012. HeLa A3F-eYFP + Vif (tagged APOBEC3F with the HIV-1 protein that degrades it), YFP fluorescence increase; further: potency means the concentration at half of the fitted maximal effect; % of control where 0% means no effect; nearly all actives have a fitted effect of over 65% in size
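Fluorescence increase (Ex 488/Em 500-530) after overnight compound treatment at 37 deg C flags inhibition of Vif-driven A3F-eYFP loss in stable HeLa A3F-eYFP/Vif cells seeded overnight beforehand.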
LDHA inh: qHTS assay for inhibitors of human lactate dehydrogenase | L-lactate dehydrogenase A chain (Homo sapiens), P00338 | purified LDHA, NADH/diaphorase-resazurin fluorescence; hits give low values | activity change, % (values are at about 110 or 230 µM) | hit rate 0.15% among 480,000 | AID 1347041, 2019; in the data active means activity change below about -30%; inconclusive means mostly about -25% to -30%;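 further: plate controls were DMSO wells for no effect and wells without enzyme for full effect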
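Resorufin fluorescence (ex540/em590), read at 0 and 20 min after diaphorase/resazurin addition, reports the NADH left after a 5 min room-temperature reaction of 2 nM human LDH5 with 0.06 mM NADH and 0.2 mM pyruvate.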
D2 ag: HTS Assay for Allosteric Agonists of the Human D2 Dopamine Receptor: Primary Screen for Agonists; HEK293 T-REx D2 cells, calcium flux agonist mode; activation, % at 2 µM; hit rate 0.53% among 340,000;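 active means activation over 3 SD above normal in the single-dose calcium agonist read, cut at about 30% in these data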; further: 0% is about no effect
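Agonism scored from kinetic calcium signal (1 read/sec, 180 s) following compound pin transfer, after a 10 s baseline. Cells: HEK293 Trex line expressing inducible D2 receptor coupled to calcium, dye-loaded after overnight culture at 30 C.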
RGS4 inh: Inhibitors of Regulator of G Protein Signaling (RGS) 4: qHTS | Transcreener GDP fluorescence polarization, RGS4-accelerated GTP hydrolysis | Potency, µM (highest dose often 114 µM), for the others: at the top dose activity change, negative = inhibition, usual class: inhibitors | hit rate 0.039% among 390,000; further: potency means the concentration at half of the fitted maximal effect; on the % scale 0 is the no-effect control and ±100 the full control effect; nearly all actives have a fitted effect of over 75% in size; some results filed as inactive show a strong effect at the top dose
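MLSMR compounds (23 nl, pin-transferred) preincubated 10 min at room temperature with a 500nM (2x) first reagent, then RGS4 at 900nM (2x) plus Transcreener GDP mix added; fluorescence polarization (620/688 nm) read before and after 90 min at 30 °C.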
ERG-DNA inh: qHTS for Small Molecule Inhibitors of the ERG Ets/DNA interaction; fluorescence polarization, His-ERG Ets domain / labelled DNA; Potency, µM (doses to about 76.9 µM), for inactives: top-dose FP activity, negative = inhibition, most hits filed as inhibitors; hit rate 0.028% among 370,000; AID 624246, 2012; active means well fitted inhibition curve with a large enough effect in the polarisation, with a control signal flat; inconclusive means small, poorly fitted or top-dose-only effect, or effect the other way, or a change in a side signal; inactive means no such curve, though single readings can be large or run the other way; the % refers to the polarisation;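 further: polarization taken with two DNA probes labelled with fluorescein and Texas red; potency means the concentration at half of the fitted maximal effect; % of control where 0% means no effect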
Target sequence (P11308 whole entry, looked up, the tested form may be a part): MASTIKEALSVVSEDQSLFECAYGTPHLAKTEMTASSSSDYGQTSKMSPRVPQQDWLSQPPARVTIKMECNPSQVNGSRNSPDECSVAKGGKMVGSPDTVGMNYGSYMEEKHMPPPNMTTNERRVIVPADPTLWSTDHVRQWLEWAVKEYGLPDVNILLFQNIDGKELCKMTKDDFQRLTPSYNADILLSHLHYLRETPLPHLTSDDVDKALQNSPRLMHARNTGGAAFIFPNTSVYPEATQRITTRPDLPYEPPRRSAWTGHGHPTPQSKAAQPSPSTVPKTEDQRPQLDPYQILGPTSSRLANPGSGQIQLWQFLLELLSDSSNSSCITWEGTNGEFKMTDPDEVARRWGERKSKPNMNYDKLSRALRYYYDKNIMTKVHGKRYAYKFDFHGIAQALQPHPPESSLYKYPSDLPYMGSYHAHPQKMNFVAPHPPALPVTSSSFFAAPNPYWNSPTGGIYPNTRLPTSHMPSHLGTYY
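His-tagged ERG Ets domain (1 uM in the protein solution; 300mM KCl, 50mM Tris-HCl, 1mM EDTA, 1mM DTT, pH 7.5) received compound, then a probe mix of 5 nM fluorescein-DNA and 100nM Texas-615-DNA. Fluorescence polarization was read for both dyes.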
ALOX12 inh: Primary qHTS assay for inhibitors of human arachidonate 12S-lipoxygenase (ALOX12): Round 2; hit rate 1.1% among 580,000; purified 12hLO, xylenol orange hydroperoxide absorbance; Potency, µM (titrated, usually from 108 µM), without a hit: top-dose activity change, negative = inhibition, most hits filed as inhibitors; AID 1671190, 2021; further: potency means the concentration at half of the fitted maximal effect; on the % scale 0 is the no-effect control and ±100 the full control effect
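Hydroperoxide product was detected by ferrous iron/xylenol orange as the 573 to 405 nm absorbance ratio. Arachidonic acid at 40 uM (final) was turned over for 30 min at room temperature by 150 nM human 12hLO, pH 7.0 Hepes buffer, after 15 min compound preincubation.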
Vif-APOBEC3G blk: qHTS for Inhibitors of Vif-A3G Interactions: qHTS; DNA dC->dU-editing enzyme APOBEC-3G (Homo sapiens), Q9HC16; HeLa A3G-eYFP + Vif (tagged APOBEC3G with the HIV-1 protein that degrades it), YFP fluorescence, overnight; Potency, µM (titrated, usually from 46.1 µM), without a hit: at the highest dose activity, negative = active, actives largely listed as inhibitors; hit rate 0.076% among 410,000;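 further: potency means the concentration at half of the fitted maximal effect; on the % scale 0 is the no-effect control and ±100 the full control effect; nearly all actives have a fitted effect of over 60% in size; hits raise eYFP signal because A3G escapes Vif-driven loss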
Target sequence (Q9HC16 whole entry, looked up): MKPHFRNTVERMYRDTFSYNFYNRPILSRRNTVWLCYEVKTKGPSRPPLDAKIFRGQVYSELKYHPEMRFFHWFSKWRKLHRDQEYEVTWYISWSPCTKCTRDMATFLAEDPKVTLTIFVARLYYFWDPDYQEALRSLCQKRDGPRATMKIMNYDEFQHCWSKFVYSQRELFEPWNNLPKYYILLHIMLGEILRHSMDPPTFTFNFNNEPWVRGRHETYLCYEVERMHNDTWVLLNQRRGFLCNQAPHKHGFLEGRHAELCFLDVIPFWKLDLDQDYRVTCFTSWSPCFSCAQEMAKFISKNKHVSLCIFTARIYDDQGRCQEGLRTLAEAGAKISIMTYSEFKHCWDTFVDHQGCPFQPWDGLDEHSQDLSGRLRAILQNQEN
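HeLa cells stably expressing Vif and C-terminally eYFP-tagged A3G, seeded overnight at 37 deg C, then exposed to compound by pintool overnight at 37 deg C. Rise in yellow fluorescence (Ex 488/Em 500-530, Acumen) marks blocked Vif-driven A3G degradation.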
The depositor's hits bear a star; ? = inconclusive; . = not tested or not shown; [ ] = remark or other dose. Unless noted, the call rests on the fitted dose curve; in most records, active means well fitted curve in the direction sought with a large enough effect; inconclusive means small, poorly fitted or top-dose-only effect, or another doubt; inactive means no such curve, though single readings can be large; an effect the other way counts as inactive or inconclusive.

1: Cc1cc(C(=O)CCC(=O)N(C)CC(=O)Nc2ccccc2Br)c(C)s1
2: COc1ccccc1C(=O)N=C1NC(=O)CC2C(=O)NCCN12 (configuration not stated)
3: O=c1[nH]c(=O)n(CCCc2ccccc2)cc1-c1ccccc1
4: O=C(Nc1ccccc1C(=O)N1CCOCC1)c1cccc(S(=O)(=O)N2CCCC2)c1
5: CCC(CC)NCc1ccc(OC)cc1OC
6: Cc1cccc(C(=O)O/N=C(\N)c2ccc(Cl)cc2)c1
7: Cc1ccc(C2(C)NC(=O)N(CC(=O)N3CCN(S(=O)(=O)c4ccc(Cl)s4)CC3)C2=O)cc1 (configuration not stated)
8: CN1CCCC(OC(=O)c2ccccc2F)C1 (configuration not stated)
9: Cc1cc([N+](=O)[O-])nn1CC(=O)NCc1ccc(Cl)cc1
10: CC(NC(=O)c1ccco1)C(=O)Nc1nccs1 (configuration not stated)

compound no.	1	2	3	4	5	6	7	8	9	10
D2 antag	-5	-4	.	12	3	14	-7	-10	11	.
Glioma ERSR ind	-3%	-2%	-4%	-2%	-3%	1%	-3%	-5%	-4%	-1%
Vif-APOBEC3F blk	-4%	7%	13%	-4%	-10%	0%	-5%	4%	1%	-3%
LDHA inh	-10	-6	-2	-1	2	-9	-2	0	-1	-6
D2 ag	-0.6	1.0	.	1.5	1.9	-0.3	0.8	1.6	0.7	.
RGS4 inh	-19%	7%[56.9 µM]	-32%	12%	-16%	13%	-4%	-41%	-12%	-5%
ERG-DNA inh	-10%	-5%	-14%	-14%	5%	2%	5%	7%	12%	-14%
ALOX12 inh	-19%	1%	-15%	0%	7%	0%	-3%	-4%	8%	1%
Vif-APOBEC3G blk	0%	-1%	-2%	-1%	1%	-5%	0%	1%	0%	0%

11: O=C(O)c1ccc(S(=O)(=O)/N=C2\C=C(Nc3ccccc3F)C(=O)c3ccccc32)cc1
12: O=C(Nc1ccc2ccccc2c1)c1ccc(NS(=O)(=O)c2ccc(Br)s2)cc1
13: COc1ccc(-c2cc(C3CC3)nc(N)c2C#N)cc1
14: CC1(C(=O)NCc2ccc(F)c(F)c2)Cc2c(-c3cccc(C(N)=O)c3)ccnc2O1 (configuration not stated)
15: COc1ccc(Cl)cc1Nc1nc(N)nc(C(F)(F)F)n1
16: COc1cc(OC)c(C2C(C(=O)N3CCOCC3)=C(C)NC3=C2C(=O)CC(C)(C)C3)cc1OC (configuration not stated)
17: CCOC(=O)NC(c1ccc(C(C)C)cc1)C(Cl)(Cl)Cl (configuration not stated)
18: COc1ccc(-c2nn(-c3ccccc3)cc2/C=C2/SC(=S)N(Cc3ccco3)C2=O)c(C)c1
19: COc1ccc(OC)c(S(=O)(=O)Nc2cc3c(C(C)=O)c(C)oc3c3ccccc23)c1
20: Cc1cccc(NS(=O)(=O)c2ccc(C3CCCCC3)cc2)c1

compound no.	11	12	13	14	15	16	17	18	19	20
D2 antag	7	-11	-12	.	5	-3	14	4	.	-4
Glioma ERSR ind	-12%	8%	1%	-1%	-2%	-5%	-6%	-3%	0%	-15%
Vif-APOBEC3F blk	3%	8%	-28%	.	-1%	4%	2%	-19%	?	.
LDHA inh	50	-1	-7	-19	-7	1	-6	-9	16	-2
D2 ag	-0.9	-1.7	-0.4	.	0.2	0.7	1.1	-1.3	.	-0.3
RGS4 inh	-33%	20%	-3%[56.9 µM]	.	4%	-6%	-4%	-35%	-6%	-12%
ERG-DNA inh	3%	.	3%	.	-15%	4%	.	-1%	0%	5%
ALOX12 inh	?	-17%	?	-2%	0%	-9%	8%	-14%	-25%	26%
Vif-APOBEC3G blk	-17%	-26%	-10%	?	1%	-2%	-6%	1%	-18%	-28%

21: Cc1cccc2cc(/C=C3\N=C(c4ccccc4)OC3=O)c(N3CCOCC3)nc12
22: COc1cc(/C=N/NC(=O)CNc2n[nH]c(=O)[nH]c2=O)ccc1OCc1ccccc1
23: COc1cc(SC)ccc1C(=O)Nc1cccc(S(=O)(=O)NC2=NCCC2)c1
24: CNC(=S)Nc1ccc(C)cc1
25: CCc1ccccc1Nc1nn2c(=O)c3ccc(C(=O)Nc4ccc(OC)cc4)cc3nc2s1
26: Oc1ccccc1OCC(O)c1ccccc1 (configuration not stated)
27: CCN(CC)CCNC(=O)Cn1ncc2ccccc2c1=O
28: O=C1c2ccccc2-c2cccc(C(=O)N3CCCCC3)c21
29: Cc1cccc(NCc2nc(SCC(N)=O)n[nH]2)c1
30: O=C(CSc1cn(Cc2cccc(F)c2)c2ccccc12)NCc1ccc(F)cc1

compound no.	21	22	23	24	25	26	27	28	29	30
D2 antag	-3	.	-23	-8	.	2	10	8	-2	0
Glioma ERSR ind	-2%	7%	-2%	-3%	-4%	4%	-4%	-10%	3%	-8%
Vif-APOBEC3F blk	3%	5%	0%	-2%	-7%	-1%	5%	-1%	-13%	2%
LDHA inh	-2	-3	-6	-8	-7	1	-7	-5	-3	-5
D2 ag	0.0	.	-0.4	20	-0.2	1.1	1.2	-0.2	1.2	1.0
RGS4 inh	6%	6%	5%	7%	9%	-18%	5%	18%	18%	-2%
ERG-DNA inh	-5%	4%	-3%	8%	1%	6%	-3%	-6%	-9%	2%
ALOX12 inh	0%	-18%	?	-2%	-17%	7%	63%[activator]	129%[activator]	0%	29%
Vif-APOBEC3G blk	1%	1%	-7%	1%	-11%	1%	1%	1%	0%	1%

31: O=C(NNC(=O)c1ccccc1[N+](=O)[O-])c1ccc(NS(=O)(=O)c2cccs2)cc1
32: O=C(Nc1ccc(N2CCOCC2)nc1)c1ccccc1Cl
33: Cc1nn(Cc2ccc(C(=O)Nc3ccc(C(=O)OC(C)C)cc3)o2)c(C)c1Cl
34: CCC1C(=O)NCCN1C(=O)c1ccc2nc(Cc3ccc(OC)cc3)oc2c1 (configuration not stated)
35: CCOc1cc(C(=O)Nc2nnc(S(=O)(=O)N3CCOCC3)s2)cc(OCC)c1OCC
36: O=C(O)c1ccc2ccc3ccccc3c2c1
37: COc1ccc(CNC(=O)c2cccn2-c2nnc(N3CCCC3)s2)c(OC)c1
38: CCC(CC)c1nnc(NC(=O)CSCC(=O)Nc2cc(C)on2)s1
39: O=C(Nc1cccc(NC(=O)c2ccccc2Cl)c1)c1cccc(Br)c1
40: Cc1csc(NC(=O)c2cc(C)oc2C)n1
41: Cc1csc(NC(=O)CSc2ncnc3ccccc23)n1

compound no.	31	32	33	34	35	36	37	38	39	40	41
D2 antag	-29	5	-10	-1	-5	.	.	-1	.	-8	-9
Glioma ERSR ind	-4%	2%	-2%	0%	5%	-2%	-3%	-2%	-4%	-1%	-4%
Vif-APOBEC3F blk	9%	14%	-7%	2%	2%	3%	-8%	1%	-5%	-4%	5%
LDHA inh	-6	0	-11	0	0	-1	0	-4	-13	1	-3
D2 ag	-0.5	1.4	0.8	0.3	-0.1	.	-0.7	-0.3	1.5	0.1	1.6
RGS4 inh	9%	-2%	-52%	-8%[56.9 µM]	2%	12%	10%	-22%	-10%	15%	-2%
ERG-DNA inh	-13%	-16%	.	-5%	12%	1%	-11%	-1%	0%	-6%	0%
ALOX12 inh	69%[activator]	191%[activator]	?	-7%	-12%	4%	-25%	-2%	-13%	-19%	7%
Vif-APOBEC3G blk	1%	0%	0%	2%	-1%	-4%	-1%	-1%	4%	-9%	-12%

Arranged by the number under ALOX12 inh (lowest first): some entries from above
no. | molecule | D2 antag | Glioma ERSR ind | LDHA inh | RGS4 inh | ERG-DNA inh | ALOX12 inh
37 | COc1ccc(CNC(=O)c2cccn2-c2nnc(N3CCCC3)s2)c(OC)c1 | . | -3% | 0 | 10% | -11% | -25%
40 | Cc1csc(NC(=O)c2cc(C)oc2C)n1 | -8 | -1% | 1 | 15% | -6% | -19%
35 | CCOc1cc(C(=O)Nc2nnc(S(=O)(=O)N3CCOCC3)s2)cc(OCC)c1OCC | -5 | 5% | 0 | 2% | 12% | -12%

A portion of the library; rates above refer to the full screens.
